Assay outcomes: PubChem BioAssay, National Center for Advancing Translational Sciences (NCATS)
rTrxR1 inhibitor: blocks rat thioredoxin reductase 1; O89049; recombinant rTrxR1, NADPH fluorescence consumption, selenite substrate; Potency, µM (doses to about 114 µM), for the others: at the top dose activity change, negative = inhibition, actives largely listed as inhibitors; actives 1% (n = 390,000); note: % is set by controls: 0 for no effect and ±100 for the full control effect; nearly all actives have a fitted effect of over 65% in size
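Rat TrxR1 (90 nM in the dispensed reagent) was pre-reduced with 400 uM NADPH for 5 min at room temperature, then incubated with compound for 15 min. After 400 uM selenite was added, NADPH fluorescence (Ex 340/Em 450 nm) was followed for 8 min.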
GLS inhibitor: blocks human kidney-isoform glutaminase activity; O94925; actives 0.21% (n = 410,000); Potency, µM (doses to about 45.5 µM), inactives show top-dose activity change, negative = inhibition, hits mostly inhibitors; GLS enzymatic activity, qHTS titration; note: % is set by controls: 0 for no effect and ±100 for the full control effect
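Two-point fluorescence kinetic (t0, 30 min RT) for hKGA; glutamate detected via glutamate oxidase–HRP–Amplex Red. Substrate: 1 mM L-glutamine solution; buffer 45 mM KH2PO4, pH 8.2.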
JMJD2A Tudor: blocks the human JMJD2A Tudor domain; AlphaScreen JMJD2A-Tudor / H3K4me3 peptide binding; actives 4.4% (n = 390,000); O75164; Potency, µM (series often up to 114 µM), inactives show at the highest dose activity change, negative = inhibition, actives largely listed as inhibitors; note: % is set by controls: 0 for no effect and ±100 for the full control effect; nearly all actives have a fitted effect of over 50% in size
Target sequence (O75164 whole entry, looked up, the tested form may be a part): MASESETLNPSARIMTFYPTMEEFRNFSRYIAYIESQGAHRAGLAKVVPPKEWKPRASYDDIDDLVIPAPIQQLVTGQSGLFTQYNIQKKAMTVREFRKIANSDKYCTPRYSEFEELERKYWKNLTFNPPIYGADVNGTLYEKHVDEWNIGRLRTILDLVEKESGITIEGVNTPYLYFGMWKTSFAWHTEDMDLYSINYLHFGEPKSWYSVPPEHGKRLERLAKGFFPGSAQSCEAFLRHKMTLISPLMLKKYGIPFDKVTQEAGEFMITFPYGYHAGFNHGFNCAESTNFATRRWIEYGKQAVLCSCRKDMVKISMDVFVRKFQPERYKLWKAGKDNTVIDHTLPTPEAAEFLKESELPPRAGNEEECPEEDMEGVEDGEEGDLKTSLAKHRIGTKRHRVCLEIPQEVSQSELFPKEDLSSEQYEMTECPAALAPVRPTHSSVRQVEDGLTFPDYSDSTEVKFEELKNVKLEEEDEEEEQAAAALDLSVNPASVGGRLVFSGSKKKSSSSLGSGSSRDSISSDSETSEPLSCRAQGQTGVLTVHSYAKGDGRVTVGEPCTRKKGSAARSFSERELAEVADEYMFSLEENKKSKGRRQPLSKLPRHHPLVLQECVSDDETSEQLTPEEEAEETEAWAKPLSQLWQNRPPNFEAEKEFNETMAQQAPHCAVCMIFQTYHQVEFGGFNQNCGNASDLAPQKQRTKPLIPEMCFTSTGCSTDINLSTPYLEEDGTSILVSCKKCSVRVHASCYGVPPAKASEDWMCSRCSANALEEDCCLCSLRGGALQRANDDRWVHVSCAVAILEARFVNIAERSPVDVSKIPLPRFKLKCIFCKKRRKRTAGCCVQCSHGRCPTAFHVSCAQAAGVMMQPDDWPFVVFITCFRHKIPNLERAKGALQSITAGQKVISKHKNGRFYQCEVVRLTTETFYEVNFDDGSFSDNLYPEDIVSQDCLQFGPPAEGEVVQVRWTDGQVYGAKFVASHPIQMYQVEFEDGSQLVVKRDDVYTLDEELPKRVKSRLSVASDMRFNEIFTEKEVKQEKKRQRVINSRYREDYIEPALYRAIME
12-LOX inh: ALOX12 (human) lipoxygenase inhibition. P18054. purified 12hLO, xylenol orange hydroperoxide absorbance. Potency, µM (highest dose often 108 µM), without a hit: at the highest dose activity change, negative = inhibition, actives largely listed as inhibitors. actives 1.1% (n = 580,000); note: % is set by controls: 0 for no effect and ±100 for the full control effect
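Purified human 12hLO (150 nM final) in 25 mM Hepes, 0.01% Triton X-100, pH 7.0 was preincubated 15 min at room temperature with compound. Then 40 uM arachidonic acid was added, 30 min. Hydroperoxide was read by Fe-XO absorbance ratio 573/405 nm.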
HP1b binding inh: blocks HP1-beta chromodomain binding to methylated histone tails; P83916; AlphaScreen HP1-beta / biotin-H3K9me3 peptide binding; Potency, µM (doses to about 114 µM), for inactives: top-dose activity change, negative = inhibition, hits mostly inhibitors; actives 0.56% (n = 390,000); AID 540317; note: nearly all actives have a fitted effect of over 70% in size; inactives centre near 23
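Compound inhibition of the preformed complex between 50 nM HP1-beta and 50 nM biotinylated H3K9me3 peptide was read by AlphaScreen. Buffer was PBS pH 7.4 with 0.01% Tween-20. Incubations ran 30 min at room temperature, with 10 ug/mL donor/acceptor beads.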
RGS4 inh: blocks human RGS4-accelerated GTP hydrolysis; P49798; Transcreener GDP fluorescence polarization, RGS4-accelerated GTP hydrolysis; Potency, µM (titrated, usually from 114 µM), inactives show at the top dose activity change, negative = inhibition, most hits filed as inhibitors; actives 0.039% (n = 390,000); note: % is set by controls: 0 for no effect and ±100 for the full control effect; nearly all actives have a fitted effect of over 75% in size; some results filed as inactive show a strong effect at the top dose
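MLSMR compounds (23 nl, pin-transferred) preincubated 10 min at room temperature with a 500nM (2x) first reagent, then RGS4 at 900nM (2x) plus Transcreener GDP mix added; fluorescence polarization (620/688 nm) read before and after 90 min at 30 °C.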
Tb PGK inh: T. brucei PGK inhibition; AID 602233; Potency, µM (series often up to 57.5 µM), inactives show top-dose activity change, negative = inhibition, hits mostly inhibitors; actives 0.043% (n = 380,000); PGK/GAPDH coupled, Kinase-Glo luminescence, 60 min; note: % is set by controls: 0 for no effect and ±100 for the full control effect; nearly all actives have a fitted effect of over 60% in size
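Luminescent ATP detection (Kinase-Glo Plus) follows a 60-minute room-temperature incubation, with wells lacking PGK as controls. Buffer: 100 mM TEA (pH 7.6), 5 mM MgCl2, 0.01% Tween-20. Coupling enzyme GAPDH (100 nM final) supplies unstable 1,3-BPG in-well.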
ERG-DNA inh: inhibitors of human ERG Ets domain-DNA interaction. Potency, µM (top dose mostly 76.9 µM), inactives show top-dose FP activity, negative = inhibition, usual class: inhibitors. fluorescence polarization, His-ERG Ets domain / labelled DNA. actives 0.028% (n = 370,000). P11308. AID 624246; active = well fitted inhibition curve with a large enough effect in the polarisation, with a control signal flat; inconclusive = small, poorly fitted or top-dose-only effect, or effect the other way, or a change in a side signal; inactive = no such curve, though single readings can be large or run the other way; the % refers to the polarisation;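 note: polarization taken with two DNA probes labelled with fluorescein and Texas red; % of control where 0% means no effect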
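His-tagged ERG Ets domain (1 uM in the protein solution; 300mM KCl, 50mM Tris-HCl, 1mM EDTA, 1mM DTT, pH 7.5) received compound, then a probe mix of 5 nM fluorescein-DNA and 100nM Texas-615-DNA. Fluorescence polarization was read for both dyes.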
Pin1 inhibitor: blocks the human prolyl isomerase Pin1 | Q13526 | Pin1 FP peptide displacement, HiFluor488, 10 min | Potency, µM (titrated, usually from 115 µM), without a hit: top-dose activity, negative = inhibition, usual class: inhibitors | AID 504891 | actives 0.009% (n = 390,000); active = well fitted inhibition curve with a large enough effect in the polarisation, with a control signal flat, not every such curve was filed as active; inconclusive = small, poorly fitted or top-dose-only effect, or effect the other way, or a change in a side signal; inactive = no such curve, though single readings can be large or run the other way; the % refers to the polarisation; note: % is set by controls: 0 for no effect and ±100 for the full control effect
The depositor's hits bear a star; i = inactive; ? = inconclusive; . = not tested or not shown; [ ] = remark or other dose. Unless noted, calls come from the whole dose curve; as a rule, active = well fitted curve in the direction sought with a large enough effect; inconclusive = small, poorly fitted or top-dose-only effect, or another doubt; inactive = no such curve, though single readings can be large; an effect the other way counts as inactive or inconclusive. Potency is the fitted concentration of half-maximal effect. An excerpt. The share of hits here may be higher or lower than overall.

[1] O=C(O)c1cc(NN=Nc2cccc([N+](=O)[O-])c2)cc([N+](=O)[O-])c1
[2] CCn1ccnc1CN(C)Cc1cn(-c2ccc(C)cc2)nc1-c1cccc(C)c1
[3] O=C(NCc1ccco1)c1cc2ccccc2o1
[4] COc1cccc(NC(=O)COC(=O)c2c(C)nn(-c3ccccc3)c2C)c1
[5] COc1cc(/C=C2/C(=O)N=C(N)N2C)cc(OC)c1OC
[6] Cc1noc(C)c1S(=O)(=O)Nc1ccc2c(c1)CC(=O)N([C@H](C)CO)C[C@H](C)[C@H](CN(C)S(=O)(=O)c1ccc(F)cc1)O2
[7] CCc1ccc(OCC(O)CN2CCN(c3ccccn3)CC2)cc1 (configuration not stated)
[8] CC(Sc1nnc(C(F)(F)F)n1C)C(=O)Nc1ccc(S(N)(=O)=O)cc1 (configuration not stated)

entry no.	1	2	3	4	5	6	7	8
rTrxR1 inhibitor	-15%	0%[57.1 µM]	-21%	2%	-3%	-5%[57.1 µM]	19%	18%
GLS inhibitor	-2%	0%	4%	7%	11%	6%	10%	1%
JMJD2A Tudor	-25%	?	-22%	-8%	10%	-21%	-28%	?
12-LOX inh	-11%	-4%	-2%	-19%	.	-6%	?	28%
HP1b binding inh	8%	?	4%	30%	53%[activator]	30%	6%	10%
RGS4 inh	-38%	-28%	8%	18%	-5%	-11%	-3%	-23%[56.9 µM]
Tb PGK inh	-4%	5%	-1%	0%	3%	-9%	-8%	-12%
ERG-DNA inh	-6%	0%	5%	1%	-5%	1%	-4%	-1%
Pin1 inhibitor	-7%	4%	-4%	1%	0%	-3%	3%	-3%

[9] Cc1cc(C)cc(N=Cc2ccc([N+](=O)[O-])s2)c1
[10] Cc1ccc(N2CCCCn3c2nc2c3c(=O)n(CC(=O)O)c(=O)n2C)cc1
[11] CCc1nc(SCC(=O)N2CCCCC2)c2c(=O)n(C)c(=O)n(C)c2n1
[12] CC1Cc2ccccc2N1C(=O)CSc1nnc(CNc2ccccc2)o1 (configuration not stated)
[13] CCOc1ccc(C(=O)Nc2cccc3nsnc23)cc1[N+](=O)[O-]
[14] CC(OC(=O)CCc1nc2ccccc2[nH]c1=O)c1ccccc1 (configuration not stated)
[15] Cc1nc(-c2ccccc2)sc1CCNC(=O)C(=O)Nc1ccc2c(c1)OCO2
[16] COc1ccc(OCC(=O)N/N=C2\CCc3ccccc32)cc1

entry no.	9	10	11	12	13	14	15	16
rTrxR1 inhibitor	?	-4%	18%	15%	11%[57.1 µM]	-27%	24%[57.1 µM]	-9%
GLS inhibitor	25%	-3%	6%	17%	-6%	7%	-4%	11%
JMJD2A Tudor	20µM*	-5%	-22%	-12%	-25%	-24%	3%	-9%
12-LOX inh	-9%	0%	7%	2%	-10%	0%	0%	-9%
HP1b binding inh	45µM*	23%	14%	21%	-5%	0%	24%[57 µM]	11%
RGS4 inh	14%	-3%	20%	-4%	-1%	-19%	-13%	17%
Tb PGK inh	-3%	-3%	-1%	0%	i	6%	0%	-4%
ERG-DNA inh	12%	-7%	-8%	8%	1%	1%	5%	-2%
Pin1 inhibitor	?	-17%	4%	0%	?	-3%	-4%	-4%

[17] Cc1ccc2nc(/C(C#N)=C/c3ccc(O)c(O)c3)[nH]c2c1
[18] Cc1cccc(OC(C)C(=O)Nc2ccc(N3CCCCC3)cc2)c1 (configuration not stated)
[19] O=C(/C=C/c1cccc([N+](=O)[O-])c1)N1CCN(Cc2ccc3c(c2)OCO3)CC1
[20] Cc1cccc(NC(c2cccc(Cl)c2)c2ccc3cccnc3c2O)n1 (configuration not stated)
[21] CCN(CC(=O)Nc1ccc(NC(C)=O)cc1)C(=O)CN1C(=O)NC(C)(c2ccc3ccccc3c2)C1=O (configuration not stated)
[22] Cc1c(N/N=C(\C#N)C(=O)c2ccc(Cl)cc2)c(=O)n(-c2ccccc2)n1C
[23] O=C(COC(=O)C1CC2C=CC1C2)Nc1ccccc1 (configuration not stated)
[24] Cc1nnc2sc(SCC(=O)Nc3ccc(Cl)cc3)nn2c1=O

entry no.	17	18	19	20	21	22	23	24
rTrxR1 inhibitor	-13%	-2%	0%	?	-8%	-20%	-1%	1%
GLS inhibitor	?	2%	2%	0%	3%	28%	-7%	4%
JMJD2A Tudor	16µM*	?	-21%	16µM*	-20%	79µM*	2%	?
12-LOX inh	7.1µM*	-11%	-14%	4%	-15%	8.9µM*	-3%	11%
HP1b binding inh	?	-22%	6%	31%	41%[activator]	-3%	26%	61%[activator]
RGS4 inh	-67%[56.9 µM]	-19%	6%	-8%	-15%	-25%	11%	-24%
Tb PGK inh	-12%	-2%	-5%	4%	4%	-1%	-6%	9%
ERG-DNA inh	18%	1%	1%	-11%	-6%	-1%	-4%	-1%
Pin1 inhibitor	?	-4%	-10%	-1%	14%	10%	1%	-5%

An excerpt from above in order of molecular weight, lowest first:
[23] O=C(COC(=O)C1CC2C=CC1C2)Nc1ccccc1 (configuration not stated)
[17] Cc1ccc2nc(/C(C#N)=C/c3ccc(O)c(O)c3)[nH]c2c1
[16] COc1ccc(OCC(=O)N/N=C2\CCc3ccccc32)cc1
[18] Cc1cccc(OC(C)C(=O)Nc2ccc(N3CCCCC3)cc2)c1 (configuration not stated)
[24] Cc1nnc2sc(SCC(=O)Nc3ccc(Cl)cc3)nn2c1=O
[19] O=C(/C=C/c1cccc([N+](=O)[O-])c1)N1CCN(Cc2ccc3c(c2)OCO3)CC1

entry no.	23	17	16	18	24	19
rTrxR1 inhibitor	-1%	-13%	-9%	-2%	1%	0%
GLS inhibitor	-7%	?	11%	2%	4%	2%
JMJD2A Tudor	2%	16µM*	-9%	?	?	-21%
12-LOX inh	-3%	7.1µM*	-9%	-11%	11%	-14%
HP1b binding inh	26%	?	11%	-22%	61%[activator]	6%
RGS4 inh	11%	-67%[56.9 µM]	17%	-19%	-24%	6%
Tb PGK inh	-6%	-12%	-4%	-2%	9%	-5%
ERG-DNA inh	-4%	18%	-2%	1%	-1%	1%
Pin1 inhibitor	1%	?	-4%	-4%	-5%	-10%

Following part:
[25] Cc1oc(-c2ccc(Cl)cc2)nc1CN1CCC(C(=O)NCc2ccco2)CC1
[26] CCC(=O)Nc1ccc(Cl)c(NC(=S)NC(=O)c2cc3ccccc3o2)c1
[27] O=C(CSc1nc2ccccc2c(=O)n1CC1CCCO1)NCCc1ccccc1 (configuration not stated)
[28] CCCn1c(C)cc(C(=O)COC(=O)c2nccnc2N)c1C
[29] CCCCNC(=O)Nc1ccccc1C(=O)Nc1ccc(OC)cc1
[30] O=C(/C=C/c1c(Cl)cccc1Cl)NCc1ccco1
[31] COc1ccc(OC)c(C(=O)c2ccc([N+](=O)[O-])cc2)c1
[32] COc1ccc(OC)c(S(=O)(=O)Nc2ccccc2C)c1
[33] Cn1ncc2c(N3CCN(c4cccc(Cl)c4)CC3)ncnc21
[34] CCCCC1C2=C(CCCC2=O)OC2=C1C(=O)CCC2
[35] Cc1cccc(C(=O)NC2C(=O)NNC2c2ccc(Cl)cc2)c1 (configuration not stated)

entry no.	25	26	27	28	29	30	31	32	33	34	35
rTrxR1 inhibitor	8%	-9%	8%	-6%[57.1 µM]	2%[57.1 µM]	0%	0%[2.29 µM]	10%	8%[57.1 µM]	9%[57.1 µM]	22%[57.1 µM]
GLS inhibitor	0%	1%	-14%	5%	3%	8%	2%	3%	4%	-4%	7.9µM*
JMJD2A Tudor	-32%	-12%	-12%	-13%[57.1 µM]	0%	-10%	89µM*	-8%	-4%	8%	-29%
12-LOX inh	.	-5%	1%	-10%	-4%	2%	-11%	-6%	-7%	-16%	14µM*
HP1b binding inh	-6%	-1%	50%[activator]	28%	24%	9%	-29%[57 µM]	21%	18%	32%	11%
RGS4 inh	-1%	-10%	-20%	-25%	-11%	-11%	-13%	10%	20%	-1%	-43%
Tb PGK inh	i	-6%	i	2%	2%	5%	4%	-5%	4%	-7%	i
ERG-DNA inh	-3%	3%	1%	-1%	-2%	0%	-6%	.	-15%	-6%	-9%
Pin1 inhibitor	4%	16%	4%	4%	2%	-2%	?	-5%	-6%	-1%	-10%
